Screening data: PubChem BioAssay, National Center for Advancing Translational Sciences (NCATS)
TCR activator – T cell receptor activation; primary human leukocytes, anti-CD3, IL-2 HTRF, 48 h; 330,000 tested, under 10 active; Potency, µM (titrated, usually from 9.22 µM), without a hit: top-dose activation of IL-2 secretion, most hits filed as activators; note: % of control where 0% means no effect
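IL-2 release read by HTRF sandwich (Eu cryptate donor, d2 acceptor, 665 nm emission) after 48 hr exposure of primary human leukocytes to compound together with anti-CD3 beads in the absence of co-stimulatory signals.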
ELG1 repair inh – ELG1-dependent DNA repair inhibition; actives 2.3% (n = 330,000); Potency, µM (doses to about 46.1 µM), without a hit: at the top dose activity change, negative = inhibition, most hits filed as inhibitors; AID 504467; HEK293T ELG1-luciferase reporter, luminescence, 16 h; DNA damage induced by 5-fluorouridine; note: potency is the fitted concentration of half-maximal effect; % is set by controls: 0 for no effect and ±100 for the full control effect; nearly all actives have a fitted effect of over 55% in size
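Overnight (16 hr) co-exposure of 2,000 cells/well to 5-fluorouridine and compound at 37 °C preceded detection. Luciferase was quantified via ONE-Glo luminescence; loss of signal denotes inhibition.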
TRPV1 agonist – agonists of human vanilloid receptor 1 (TRPV1) | actives 0.19% (n = 320,000) | Q8NER1 | TRPV1-expressing cells, Fluo-8 calcium influx, agonist mode | activation, % at 8.33 µM; in the data active = activation above about 80%; inconclusive = between about 30% and that limit; note: 0% is about no effect
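Cells expressing TRPV1 were dye-loaded with Fluo-8 and read kinetically: 10 s baseline, 3 min after compound (agonist portion), then 2 min after EC20 capsaicin (allosteric enhancer portion). Calcium-bound dye fluorescence at 480/520 nm.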
Eya2 inh – Eya2 (human) phosphatase inhibition. recombinant Eya2, OMFP fluorescence dephosphorylation (OMFP is methylfluorescein phosphate). O00167. AID 488837. Potency, µM (titrated, usually from 76.9 µM), for inactives: top-dose activity, negative = inhibition, hits mostly inhibitors. actives 0.006% (n = 330,000); note: potency is the fitted concentration of half-maximal effect; % is set by controls: 0 for no effect and ±100 for the full control effect
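Eya2 (0.2 uM) preincubated 10 min at ambient with compound, then OMFP substrate added at 50 uM; 10 min reaction in 50 mM HEPES pH 7.5, 50 mM NaCl, 5 uM MgCl2, 0.05% BSA, 1 mM DTT. Fluorescence read at Ex 485/Em 525 nm.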
USP2a inh – inhibitors of human ubiquitin-specific protease USP2a; O75604; USP2 core, Ub-CHOP2 coupled fluorogenic reporter, 485/531; Potency, µM (titrated, usually from 38.3 µM), without a hit: top-dose activity change, negative = inhibition, usual class: inhibitors; actives 0.01% (n = 330,000); AID 463254;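 note: potency is the fitted concentration of half-maximal effect; plate controls were DMSO wells for no effect and full inhibition by NEM control for full effect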
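USP2 core (10nM final) preincubated 30min RT with compound in 20mM Tris-HCl pH 8.0, 2mM CaCl2, 2mM beta-mercaptoethanol, 0.05% CHAPS; 25nM Ub-CHOP2 plus 25nM reporter substrate added, fluorescence (Ex485/Em531) read after 60min.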
hERG WT inh – blocks the wildtype human KCNH2 potassium channel. Q12809. U2OS, BacMam KCNH2, thallium flux FluxOr; stronger effect = lower value. activity change, % at 1.84 µM. actives 0.37% (n = 340,000);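 active = maximum activity change below -70%; inconclusive = maximum activity change between -70% and -50%; inactive = maximum activity change above -50%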; note: % is set by controls: 0 for no effect and ±100 for the full control effect
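U2OS cells were transduced with wild-type KCNH2 virus (2.03 x 10^8 / mL) for 4 h at room temperature, then cultured overnight at 37 C. Thallium flux was read with FluxOr dye. Rate constants were normalized to DMSO controls.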
KCNH2 3.1 block – blocks the human KCNH2 3.1 channel isoform; actives 0.95% (n = 340,000); AID 720553; activity change, % (tested at about 1.8 µM); U2OS KCNH2 3.1, thallium flux FluxOr; stronger effect = lower value;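 active = maximum activity change below -70%; inconclusive = maximum activity change from -70% to -50%; inactive = maximum activity change above -50%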;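 note: thallium influx rate constant from kinetic fluorescence after stimulation buffer; % is set by controls: 0 for no effect and ±100 for the full control effect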
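Kinetic fluorescence (2 min after stimulation buffer) measures Tl+ influx through KCNH2 3.1 expressed by viral transduction in U2OS cells; the rate constant is normalized against DMSO controls serving as positive and negative references.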
AT treatment – potential ataxia-telangiectasia treatments restoring KAP-1 phosphorylation. […] A-T fibroblasts, KAP-1 phosphorylation AlphaLISA; neocarzinostatin DNA damage 30 min before lysis. actives 0.19% (n = 320,000). Potency, µM (titrated, usually from 57.5 µM), for the others: top-dose activation, most hits filed as activators; note: potency is the fitted concentration of half-maximal effect; % of control where 0% means no effect; nearly all actives have a fitted effect of over 45% in size
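hTERT-immortalized A-T patient fibroblasts ([…]), 500 cells/well in OPTI-MEM, 1% FBS, got compounds for 60 min, then NCS for 30 min at 37C. Lysates were then assayed for phospho-KAP-1 by AlphaLISA (anti-pKAP1 donor, anti-KAP1 acceptor beads), 6 hr at 25C.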
TSHR antag – antagonists of human thyroid stimulating hormone receptor | P16473 | TSHR-expressing cells, TSH-stimulated cAMP HTRF, 2 h; stronger effect = lower value | actives 0.2% (n = 330,000) | AID 504810 | activity change, negative = inhibition, % at 11.5 µM;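 active = activity change below a set negative limit, meaning inhibition stronger than a set level, cut at about -70% in these data; inconclusive = activity change between two set negative limits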; note: % is set by controls: 0 for no effect and ±100 for the full control effect
Target sequence (P16473 whole entry, looked up): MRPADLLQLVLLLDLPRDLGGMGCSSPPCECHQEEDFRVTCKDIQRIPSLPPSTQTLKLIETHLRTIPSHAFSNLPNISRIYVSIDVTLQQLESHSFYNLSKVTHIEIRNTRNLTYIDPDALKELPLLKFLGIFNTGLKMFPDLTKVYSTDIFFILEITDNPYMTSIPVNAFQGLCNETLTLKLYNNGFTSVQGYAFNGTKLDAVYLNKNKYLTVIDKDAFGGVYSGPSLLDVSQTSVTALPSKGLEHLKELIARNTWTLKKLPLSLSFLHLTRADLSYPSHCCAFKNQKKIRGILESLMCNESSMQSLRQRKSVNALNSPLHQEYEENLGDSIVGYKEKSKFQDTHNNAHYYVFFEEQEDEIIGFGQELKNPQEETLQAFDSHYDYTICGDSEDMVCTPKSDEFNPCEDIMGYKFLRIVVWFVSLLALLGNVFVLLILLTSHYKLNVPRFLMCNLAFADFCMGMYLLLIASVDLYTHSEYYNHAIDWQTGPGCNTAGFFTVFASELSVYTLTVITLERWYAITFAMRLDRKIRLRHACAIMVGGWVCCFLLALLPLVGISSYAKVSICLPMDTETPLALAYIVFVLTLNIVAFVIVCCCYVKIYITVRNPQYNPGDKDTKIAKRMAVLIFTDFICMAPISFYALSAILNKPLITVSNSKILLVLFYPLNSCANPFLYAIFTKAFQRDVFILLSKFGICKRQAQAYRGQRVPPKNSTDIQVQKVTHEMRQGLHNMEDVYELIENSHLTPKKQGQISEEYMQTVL
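TSHR-expressing cells were treated with compounds, then stimulated with TSH at EC80 (4nM final) for 2 hours at 37 deg C. Cellular cAMP was measured by HTRF competition between lysate cAMP and cAMP-d2 for a cryptate-labelled anti-cAMP antibody.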
Mito fusion yeast – inhibitors of mitochondrial division or activators of mitochondrial fusion. S. cerevisiae fusion-defective mutant growth rescue, CellTiterGlo 48 h. Potency, µM (top dose mostly 46.1 µM), for the others: top-dose growth rescue (activation), most hits filed as activators. actives 0.23% (n = 320,000);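 note: potency is the fitted concentration of half-maximal effect; % of control where 0% means no effect; nearly all actives have a fitted effect of over 45% in size; temperature-sensitive fusion mutants such as fzo1-1 at 37 °C on non-fermentable ethanol glycerol medium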
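Read-out: ATP-based luminescence (CellTiterGlo, 10 min ambient) reporting growth of fusion-defective ts yeast after 48 hours at 37C on glycerol/ethanol YPEG medium in the presence of compound.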
Numbers without * were called inactive; ? = inconclusive; / = no result given; & = joins results of further samples; [ ] = another dose, or the depositor's remark. Unless noted, calls come from the whole dose curve; as a rule, active = well fitted curve in the direction sought with a large enough effect; inconclusive = small, poorly fitted or top-dose-only effect, or another doubt; inactive = no such curve, though single readings can be large; an effect the other way counts as inactive or inconclusive.

SMILES | TCR activator | ELG1 repair inh | TRPV1 agonist | Eya2 inh | USP2a inh | hERG WT inh | KCNH2 3.1 block | AT treatment | TSHR antag | Mito fusion yeast
CCC(NC(=S)NC1CCCCC1)c1ccccc1 (centres undefined) | / | -17% | 18 | -7% | 1% | / | / | -1% | -5 | -16%
CCOc1ccccc1C1C2=C(COC2=O)Nc2cc3c(cc21)OCO3 (centres undefined) | 1% | 5% | 2 | -2% | -1% | 0 | 2 | -6% | 4 | 7%
Cc1ccccc1COC(=O)c1nn(-c2ccccc2)nc1N | 2% | -5% | 5 | -11% | 0% | 2 | 6 | 7% | -5 | 3%
Cc1ccc(C2NC(=O)c3sc(=S)n(-c4ccccc4)c3N2)cc1 (centres undefined) | 0% | -10% | 10 | 9% | 2% | -5 | -13 | -16% | 7 | -10%
CCOc1ccc(NC(=O)CN(C)C(=O)c2cc(S(=O)(=O)N3CCCCCC3)ccc2OC)cc1OCC | -4% | -10% | -1 | 3% | 0% | -12 | 12 | 0% | 2 | -5%
CC(C)(C)N(Cc1ccccc1)C(=O)COC(=O)CN1C(=O)C2CC=CCC2C1=O (centres undefined) | -3% | -3% | 0 | 3% | 1% | -7 | -6 | -3% | 6 | -2%
Cc1cc(C(=O)N2CCN(S(=O)(=O)c3ccccc3F)CC2)c(C)o1 | 4% | -7% | 1 | 7% | 1% | -10 | 12 | -3% | -9 | -4%
CCC(C(=O)NCCCN1CCCCCC1)n1nc(C)c2sc3ccccc3c2c1=O (centres undefined) | 0% | 11% | -2 | -2% | 1% | 4 | -12 | -3% | 19 | 0%
CC1=CCC(C(=O)O)C(C(=O)Nc2cccnc2)C1 (centres undefined) | 2% | 7% | 0 | -4% | 1% | 8 | -32 | -1% | -1 | 3%
CCCC(=O)Nc1ccc(C(=O)COC(=O)c2cc(C)oc2C)cc1 | 0% | -9% | -2 | 8% | 0% | 2 | -3 | -2% | / | 13%
CC1(C)CC2CC(C)(CN2S(=O)(=O)c2ccc(C(=O)Nc3ccc(Cl)c(S(=O)(=O)N4CCOCC4)c3)cc2)C1 (centres undefined) | 4% | 1% | 0 | -6% | 3% | -1 | -12 | -7% | -4 | 0%
CS(=O)(=O)N(Cc1ccccc1)c1ccccc1C(=O)N1CCN(c2ccccc2)CC1 | / | -1% | -2 | -7% | 2% | 0 | 0 | 0% | 19 | 4%
O=C(CCCn1c(=O)oc2ccccc21)N1CCN(c2ccccn2)CC1 | -5% | ? | 1 | 5% | 1% | -1 | 4 | -1% | -8 | 0%
Cc1ccc(C(=O)OCC(=O)Nc2ccc(N3CCOCC3)cc2)cc1 | -2% | 29% | 2 | -27% | 0% | -2 | 29 | 1% | -4 | 5%
O=C(O)[C@H]1CCCC[C@H]1C(=O)Nc1ccc(S(=O)(=O)N2CCOCC2)cc1 | -20% | 9% | 0 | -5% | -1% | 7 | -5 | -8% | / | 1%

Next part (2 carried over from the part before).
SMILES | TCR activator | ELG1 repair inh | TRPV1 agonist | Eya2 inh | USP2a inh | hERG WT inh | KCNH2 3.1 block | AT treatment | TSHR antag | Mito fusion yeast
Cc1ccc(C(=O)OCC(=O)Nc2ccc(N3CCOCC3)cc2)cc1 | -2% | 29% | 2 | -27% | 0% | -2 | 29 | 1% | -4 | 5%
O=C(O)[C@H]1CCCC[C@H]1C(=O)Nc1ccc(S(=O)(=O)N2CCOCC2)cc1 | -20% | 9% | 0 | -5% | -1% | 7 | -5 | -8% | / | 1%
COc1ccc(CC(=O)OCC(=O)Nc2ccc(C(=O)Nc3ccc(OC)cc3)cc2)cc1 | 3% | ? | 0 | 7% | 0% | / | -14 | 0% | 1 | 4%
Cn1cc(-c2nnnn2-c2ccccc2)c(=O)c2ccccc21 | / | 9% | -6 | -7% | 3% | 1 | 4 | -4% | -6 | -1%
CC1=C(C(=O)N2CCOCC2)C(c2ccccc2F)C2=C(CCCC2=O)N1 (centres undefined) | 0% | ? | -2 | 20% | 1% | -3 | 4 | 2% | -1 | -1%
CCOc1cc2c(cc1OCC)C(c1ccc(OC)cc1)N(c1ccccc1)C(=O)C2 (centres undefined) | -5%[46.1 µM] | -13% | 7 | -2% | 0% | 3 | 3 | -1% | -2 | 5%
CC(C)CCN1CC(C(=O)NCc2ccc(F)cc2)CC1=O (centres undefined) | -3% | ? | 9 | 0% | 0% | -1 | 5 | 15% | 2 | 1%
O=C(Nc1nc2ccccc2s1)C1CCN(S(=O)(=O)c2cc([N+](=O)[O-])ccc2Cl)CC1 | -3% | -16% | 0 | -1% | 1% | -6 | -27 | -36% | ? | -3%
CC(C)CC(c1nnnn1CC1CCCO1)N1CCN(c2nc3ccccc3s2)CC1 (centres undefined) | 3% | -13% | 17 | 16% | ? | -3 | -18 | 14% | -9 | ?
CCOC(=O)c1c(C)oc(NC(=O)CCl)c1C(=O)OCC | -6% | 14% | 0 | 9% | -1% | 5 | -3 | -3% | -3 | 0%
Cn1c(=O)cc(OCCCC(=O)N2CCN(c3ccccn3)CC2)c2ccccc21 | -9% | 0% | -1 | -2% | 1% | 16 | -4 | 3% | 0 | 2%
Cc1ccc(C(=O)OCC(=O)Nc2cc(C(C)(C)C)no2)c(C)c1 | 1% | -12% | -3 | -2% | -4% | -4 | 1 | 12% | 4 | 10%
Cc1ccc(NC2CC(=O)N(c3ccc(C)cc3)C2=O)cc1 (centres undefined) | 7% | ? | 1 | -18% | -9% | 1 | 2 | 2% | 12 | 0%
CCOc1ccc(-n2cnnn2)cc1S(=O)(=O)Nc1c(C)cccc1C | 6% | 7% | 1 | 6% | -1% | 11 | -5 | -1% | -2 | 1%
C/C(=N\NC(=O)c1ccc(Cl)cc1)c1ccc(Br)s1 | 4% | ? | 10 | 15% | -5% | -4 | -20 | -1% | 7 | 5%
Cc1cc(Oc2ccccc2)nc(SCC(=O)Nc2ccc(Cl)c(Cl)c2)n1 | 1% | -33% | 0 | -12% | 0% | -8 | -12 | / | -1 | 18%
CC(=O)c1ccc(N2CCN(C(=O)Nc3cccc(F)c3)CC2)cc1 | -4% | ? | ? | -1% | 0% | -7 | -12 | 4% | -9 | -5%
O=S(=O)(c1ccc(NC(=S)Nc2ccc3c(c2)OCO3)cc1)N1CCOCC1 | 1%[46.1 µM] | 2% | 1 | -1% | -2% | -1 | 23 | -4% | 36 | -6%
O=C(CSc1nc2ccccc2o1)N1N=C(c2cccs2)CC1c1ccc(F)cc1 (centres undefined) | 0%[46.1 µM] | -20% | 11 | 6% | -3% | 13 | -10 | 5% | 3 | -5%
S=c1[nH]nc(-c2ccco2)n1/N=C/c1cccc(Cl)c1 | 4% | 23% | 2 | 2% | 5% | -4 | 3 | 8% | -1 | 1%
C=CCSc1ccsc1C(=O)O | 9% | 4% | / | 8% | 3% | -2 | 5 | 0% | 11 | -3%
Cc1cc(O)cc(C)c1NS(=O)(=O)c1ccc2ccccc2c1 | -2% | -12% | -3 | 11% | -1% | 0 | -5 | -13% | -6 | 4%
CN1CCN(c2ccc(C(=O)c3ccc(Br)cc3)cc2[N+](=O)[O-])CC1 | 1% | -3% | 2 | -11% | -1% | -20 | -81* | 3% | 7 | 0%
CC(Oc1ccc(Br)cc1)C(=O)NCC1(N2CCCCC2)CCCCC1 (centres undefined) | -8% | -5% | ? | 17% | 2% | 6 | -1 | 6% | 9 | -4%
CC1CC(=O)N(CC(=O)Nc2ccc3c(c2)OCCO3)c2ccccc2S1 (centres undefined) | 1% | -6% | 5 | -24% | 3% | 2 | 5 | 4% | -10 | 6%
Fc1ccccc1CNc1ncnc2sccc12 | 11% | 2.9µM* | 3 | 0% | -3% | -2 | -3 | -8% | -33 | 25%
Cc1ccc(/C=N/Nc2ccccn2)s1 | 1% | ? | 9 | 13% | 2% | 3 | -19 | -3% | 9 | -35%[inhibitor]
CC(C)C(=O)NNC(=O)CN1CCN(c2nc(-c3ccccc3)cs2)CC1 | -4% | -1% | 16 | 4% | 10% | 3 | 2 | 6% | -19 | -13%
O=C(O)c1ccc(N(Cc2ccccc2)S(=O)(=O)c2ccccc2)cc1 | -1% | -11%&-9% | 0&2 | -8%&13% | 4%&-1% | 0&-13 | -3&-8 | -9%&-3% | -5&-3 | 10%&1%
Nc1nc(SCC(=O)Nc2ncc(Cl)cc2Cl)n[nH]1 | -2% | 7% | 0 | -13% | 4% | -1 | -14 | -1% | 4 | 3%
O=C(CS(=O)(=O)c1ccccc1)c1ccc2c(c1)OCCO2 | 0% | ? | -1 | -2% | 3% | 2 | -28 | -2% | 64 | -4%
O=C(NCC(c1ccco1)N1CCOCC1)C1CCCCC1 (centres undefined) | 3% | 1% | -5 | -13% | 0% | 0 | 0 | 6% | 3 | -4%

This is a subset; rates above refer to the full screens.
